TGFb SMAD3 inh = inhibitors of TGF-b signaling; HepG2 CAGA-GFP TGF-b/SMAD3 reporter, GFP fluorescence, 18 h; TGF-beta stimulated, 500 pg/mL final; Potency, µM (top dose mostly 46.1 µM), without a hit: at the highest dose activity, negative = inhibition, hits mostly inhibitors; 410,000 tested, 1.2% active; note: potency is the fitted concentration of half-maximal effect; % is set by controls: 0 for no effect and ±100 for the full control effect; nearly all actives have a fitted effect of over 65% in size
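Read-out: total well GFP (ex488/em500-530) summed from mean per-cell fluorescence. Cells: HEPG2 CAGA-GFP, 1% FBS DMEM, 18 h at 37 degrees C with 500 pg/mL final TGF-beta. Unstimulated wells served as the full-inhibition control; stimulated DMSO wells = 0%.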
Mm-Cpn inhibitor = blocks the Methanococcus maripaludis chaperonin Mm-Cpn. purified Mm-Cpn ATPase, ADP Transcreener TR-FRET. Potency, µM (top dose mostly 76.9 µM), for the others: at the highest dose activity, negative = inhibition, hits mostly inhibitors. 330,000 tested, 0.031% active. AID 504842; note: potency is the fitted concentration of half-maximal effect; % is set by controls: 0 for no effect and ±100 for the full control effect; nearly all actives have a fitted effect of over 80% in size
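ATPase read-out: TR-FRET ADP immunoassay (anti-ADP Eu cryptate vs ADP-d2), ex 320 nm, em 590/665 nm; signal drops as ADP forms. Enzyme 25 nM, ATP 10 uM, 30 min at 37°C after 10 min compound preincubation.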
Nrf2 inh = inhibitors of Nrf2 signaling. A549 ARE-Fluc reporter, luciferase luminescence, 18-24 h. Potency, µM (highest dose often 46 µM), without a hit: at the top dose activity change, negative = inhibition, actives largely listed as inhibitors. 360,000 tested, 2.1% active. AID 504444; note: potency is the fitted concentration of half-maximal effect; % is set by controls: 0 for no effect and ±100 for the full control effect; nearly all actives have a fitted effect of over 60% in size
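Quantitative HTS in A549 cells stably bearing an antioxidant response element-firefly luciferase construct. Inhibition of Nrf2-driven transcription was scored by luminescence after 18-24 h of compound exposure at 37 °C.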
S2 tox = reduces viability in counter-screen for ATXN expression inhibitors; AID 651635; 400,000 tested, 0.49% active; S2 cells (HEK-293 line with an ATXN2-luciferase reporter) viability, CellTiter-Fluor protease fluorescence, 24 h; Potency, µM (titrated, usually from 56.7 µM), hits mostly cytotoxic; note: potency is the fitted concentration of half-maximal effect; nearly all actives have a fitted effect of over 40% in size
Akt phos inh = blocks phosphorylation of Akt; Neuro2A IGF-stimulated pAkt S473 HTRF, 20 min; hits give low values; activity change, % for hits at 50 µM; 360,000 tested, 0.32% active; AID 651550; in the data active = activity change below about -80%; inconclusive = mostly about -51% to -80%; note: % is set by controls: 0 for no effect and ±100 for the full control effect
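Neuro2A cells in DMEM with 0.5% FBS, overnight at 37 deg C, given compound at single 50 µM final, then IGF (6 nM final) for 20 min at 37 deg C. Lysed; phospho-Akt Ser473 by HTRF after 24 h, 665/615 ratio.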
CCT modulator = changes cytosolic chaperonin activity; AID 651819; activity change, % (concentration not given with the values), hits read low; purified chaperonin ATPase assay, HTRF ADP detection, 30 min; 360,000 tested, 0.3% active; in the data active = activity change below about -30%; note: % is set by controls: 0 for no effect and ±100 for the full control effect
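TRiC (40 or 20 nM final, by batch activity) in 30 mM Tris pH 7.4, 100 mM KCl, 5 mM MgCl2, 1 mM DTT was treated with compound at 76 uM single dose, then 10 uM ATP, 30 min at 37 °C. ADP was read by HTRF Transcreener.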
HepG2 viability = HepG2 cytotoxicity, counter-screen for TGF-b inhibitors; Potency, µM (highest dose often 46.1 µM), without a hit: at the top dose activity change, negative = cytotoxicity, most hits filed as cytotoxic; 410,000 tested, 0.76% active; HepG2 CAGA-GFP viability, ATP luminescence, 18 h; note: potency is the fitted concentration of half-maximal effect; some results filed as inactive show a strong effect at the top dose
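HepG2 CAGA-GFP cells (1000/well, DMEM with 1% FBS) received compound, then TGF-beta at 500 pg/mL final, and were incubated 18 hours at 37 degrees C. Viability was read by CellTiter-Glo luminescence. Media-only wells were set as complete cell-killing and DMSO as no toxicity.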
A549 viability = A549 cytotoxicity, counter-screen for Nrf2 inhibitors. A549 ARE-Fluc cells, CellTiter-Fluor viability, 18-24 h. Potency, µM (doses to about 46 µM), for the others: at the top dose activity change, negative = cytotoxicity, usual class: inhibitors. 390,000 tested, 0.16% active. AID 504648; note: potency is the fitted concentration of half-maximal effect; % is set by controls: 0 for no effect and ±100 for the full control effect
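Cytotoxicity counterscreen: CellTiter-Fluor fluorescence was measured in A549 ARE_Fluc cells after 18-24 h of compound exposure in a concentration series. The subsequent BugLite luminescent read reports ARE-luciferase activity.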
Nrf2 ARE act = Nrf2 pathway activation; Potency, µM (titrated, usually from 46.1 µM), without a hit: at the top dose activation, most hits filed as activators; AID 624171; 410,000 tested, 0.31% active; AREc32 ARE-luciferase reporter (MCF7-derived line), luminescence, 24 h; note: potency is the fitted concentration of half-maximal effect; % of control where 0% means no effect; nearly all actives have a fitted effect of over 65% in size
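For detection, Steady-Glo was added and plates sat 30 min at RT; before that, AREc32_Fluc cells grown overnight in OPTI-MEM/5% FBS had been treated with 23 nL compound for 24 hr at 37 deg C.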
* hit, by the source's call; i = inactive; ? = inconclusive; . = no result given; & = joins results of further samples. Unless noted, calls come from the whole dose curve; as a rule, active = well fitted curve in the direction sought with a large enough effect; inconclusive = small, poorly fitted or top-dose-only effect, or another doubt; inactive = no such curve, though single readings can be large; an effect the other way counts as inactive or inconclusive.

molecule | TGFb SMAD3 inh | Mm-Cpn inhibitor | Nrf2 inh | S2 tox | Akt phos inh | CCT modulator | HepG2 viability | A549 viability | Nrf2 ARE act
CCOC(=O)N1CCN(C(=O)COC(=O)c2ccc([N+](=O)[O-])cc2Cl)CC1 | 0% | 0% | -11% | i | i | -0.1 | 4% | -2% | 0.2%
CCOc1ccc(NC(=O)CCC(=O)c2ccc(-c3ccccc3)cc2)cc1 | 6% | 1% | -11% | i | i | 1.9 | -5% | 9% | -0.2%
Cc1ccc(C)c(CN2C(=O)c3ccccc3S(=O)(=O)c3ccc(C(=O)N4CCCCC4)cc32)c1 | . | . | ? | . | . | . | -4% | ? | -0.2%
Cn1c(=O)cc(OCC(=O)N2CCN(c3ccc(F)cc3)CC2)c2ccccc21 | -22% | . | -7% | i | . | . | -38% | -6% | 0.1%
COc1ccccc1NC(=O)COc1ccc(Br)cc1CNCCCN1CCOCC1 | 12% | -1% | 5% | i | i | -1.4 | -17% | -16% | 0.2%
CCOC(=O)c1sc(=NC(=O)c2ccc(F)cc2)n(C)c1C | 5% | 0% | ? | i | i | -0.7 | -1% | -3% | 0.0%
Cc1cc([N+](=O)[O-])c2[nH]c(C(=O)N/N=C/c3ccccc3C(=O)O)c(-c3ccccc3)c2c1 | 9% | 2% | -30% | ? | i | 0.8 | -31% | -11% | 0.4%
N#Cc1nc(-c2ccccc2)oc1NCc1ccco1 | -44% | -3% | 13% | i | i | 0.7 | -13% | 1% | ?
COc1ccc(-n2c(C)cc(C(=O)COC(=O)Cn3cnc4ccccc43)c2C)cc1 | -20% | 1% | ? | i | i | 0.6 | -11% | -2% | 0.9%
Cc1cc(C)n(-c2nc3cc(Cl)ccc3nc2N2CCN(c3cccc(C)c3C)CC2)n1 | 13% | . | 11% | i | . | . | 7% | 2% | -0.7%
CN(CC(=O)Nc1ccc(Cl)cc1)C(=O)CCC1CCCC1 | 18% | 0% | -2% | i | i | 1.2 | -12% | 3% | 0.1%
CCOc1ccccc1N(C(=O)c1snc(C(N)=O)c1N)C(C(=O)NCC1CCCO1)c1ccc2ncccc2c1 (configuration not stated) | -27% | 0% | 0% | ? | i | -1.2 | -10% | -7% | 4.6%
O=[N+]([O-])c1ccc(O)c(CSc2nnnn2-c2ccccc2)c1 | -2% | -5% | 3% | i | i | 0.1 | 3% | -11% | 0.7%
CC1CC(=O)N(CC(=O)Nc2ccc3c(c2)OCO3)c2ccccc2S1 (configuration not stated) | -6% | 1% | . | i | . | -1.2 | -14% | 11% | -0.3%
CN(C)c1ccc(-c2ccnc3c2CC(C)(C(=O)Nc2cccc(Oc4ccccc4)c2)O3)cc1 (configuration not stated) | 19% | . | . | i | i | -3.7 | -12% | . | -0.6%
CC(C)(C)OC(=O)N1Cc2ccccc2C[C@H]1C(=O)NCC(=O)NCC1CCCO1 (some centres not stated) | 2% | -3% | 27% | i | i | 0.8 | 6% | 5% | -0.1%
COc1cccc(/C=C/c2[nH]c(=O)[nH]c(=O)c2[N+](=O)[O-])c1O | 0% | -3% | 19% | i | i | -0.8 | -23% | 3% | 5.5%
O=C(COC(=O)c1ccccc1)NC(=O)NC1CCCC1 | 4% | 3% | -9% | i | i | -0.1 | 3% | -9% | 0.3%
COc1ccc(/C=C\c2onc(C)c2S(=O)(=O)N2CCC(C(=O)Nc3ccc(F)cc3F)CC2)cc1 | -30% | . | 2% | . | . | . | -12% | 1% | -1.3%
O=C(Nc1c(C(=O)N2CCCCC2)cnn1-c1ccccc1)c1ccccc1 | 10% | 1% | 5% | i | i | -2.3 | 4% | -4% | -0.3%
CCCN1Cc2cccc(C(=O)NCCc3cccc(C)c3)c2C1=O | 3% | -1% | -3% | i | i | -0.9 | -27% | 21% | -0.7%
CCOC(=O)c1cccc(NC(=O)CNC(=O)C2CCCCC2)c1 | ? | 0% | ? | i | . | 1.8 | -9% | -1% | -0.6%
COC(=O)CNc1nc(Cl)nc(NC2CCCCC2)n1 | -9% | -2% | 7% | i | i | -2.1 | -33% | 4% | 4.1%
CC(C)n1nnnc1C1c2ccccc2C(=O)N1CCc1c[nH]c2ccccc12 (configuration not stated) | . | . | . | i | i | -0.1 | . | . | 4.8%
NNC(=O)c1nnsc1-c1csnn1 | 5% | . | 2% | i | i | -2.0 | 15% | 0% | 3.2%
CC1(C)CC(=O)C(C=NCc2ccccn2)=C(O)C1 | 8% | -2% | -17% | i | i | -0.7 | -13% | 6% | -0.4%
COc1ccccc1NC(=O)C1CCCN(C(=O)NCc2ccccc2)C1 (configuration not stated) | 17% | 0% | -6% | i | i | 0.4 | -5% | 10% | -0.5%
CCC1C(=O)Nc2ccccc2N1C(=O)c1ccc(Cl)nc1 (configuration not stated) | -9% | 0% | -1% | i | i | -1.6 | 6% | 2% | 4.9%
O=C(O)CCc1nc2cc(Cl)ccc2n(Cc2ccccc2)c1=O | 2% | -6% | -1% | i | i | -2.1 | 3% | -4% | 0.8%
Fc1ccc(NC(=S)Nc2nccs2)cc1 | ? | -3% | -27% | . | i | -1.0 | -15% | ? | ?
CCOC(=O)Cn1c(-c2ccc(OC)cc2)c(-c2ccc(OC)cc2)nnc1=O | -10% | -5% | 11% | i | i | 0.5 | -18% | -2% | 0.1%
COc1cccc(-n2c(-c3ccc(C)cc3)cc3c2CC(C)(C)CC3=O)c1 | -13% | . | 3% | . | . | . | -15% | -4% | -1.0%
O=C(NCCc1ccc2c(c1)OCCO2)c1ccccc1F | -10% | 0% | 24% | i | i | -0.5 | 6% | 6% | -0.4%
CC(C)(C)C1=Nn2c(nnc2-c2n[nH]c3c2CCC3)SC1 | 12% | 1% | -24% | i | i | -3.2 | -43% | 5% | 3.2%
O=C1OCc2cc(NC(=O)C3CCCO3)ccc21 (configuration not stated) | -3% | 0% | -6% | i | i | -3.6 | 2% | 8% | 2.1%
Clc1ccc(Nc2nc(C3CC3)cs2)cc1 | 7% | -4% | 27% | i | i | -1.8 | 0% | -1% | 3.7%
O=C(Nc1ccccc1)N(O)c1ccc(Cl)cc1 | 3% | 2% | ? | i | i | -1.8 | 4% | 10% | 13%
COc1ccc(NC(=O)c2nc(C)c(C3(C)CC(c4ccccc4)=NO3)s2)cc1 (configuration not stated) | -9% | -2% | -17% | i | i | -1.3 | -19% | -11% | 1.3%
CSc1ccccc1NC(=O)Nc1ccccc1Cl | -23% | -1% | 16% | i | i | -4.1 | 11% | 0% | 3.0%
COC(=O)c1ccc(C(=S)NCC2(N(C)C)CCCCC2)cc1 | 8% | 2% | 5% | i | i | -2.7 | -5% | -5% | 2.5%
COc1cccc(NC(=O)c2cnn(-c3ccccc3)c2C)c1 | 4% | 0% | ? | i | i | -0.5 | 0% | 12% | -0.2%
CCOC(=O)CCc1c(C)c(C#N)c2[nH]c3ccccc3n2c1=O | -22% | -1% | ? | i | i | 8.2 | -40% | -17% | -0.2%
COc1ccc(C2=NS(=O)(=O)N(C)C(C(=O)Nc3cc(OC)c(OC)c(OC)c3)=C2)cc1 | -27% | 5% | ? | ? | i | 0.1 | -18% | -10% | 3.3%
CCOc1ccccc1C1N(c2ccc(F)cc2)C(=O)C2CCCN21 (configuration not stated) | -54% | 0% | 3% | i | i | -4.5 | -13% | 0% | 0.8%
O=C(COc1ccccc1)Nc1ccc2nc(SCC(=O)N3CCc4ccccc43)sc2c1 | 10% | . | 15% | i | . | . | 1% | 6% | 2.1%
COc1ccc(N2CCN(C(CNS(=O)(=O)c3ccc(OC)c(C)c3)c3ccco3)CC2)cc1 (configuration not stated) | -28% | . | . | . | . | . | 0% | -7% | 1.2%
CC(NS(=O)(=O)c1ccccc1)C1CC2CCC1C2 (configuration not stated) | 0% | . | -10% | i | i | 2.4 | 13% | -1% | 0.4%
COc1ccc(N(Cc2nnc3n2CCCCC3)C(=O)Nc2ccc(Cl)cc2)cc1Cl | 13% | . | . | i | . | . | -1% | -3% | -1.2%
CN1CCN(S(=O)(=O)c2ccc(Cl)c3ccccc23)CC1 | ? | -1% | -1% | i | i | -2.1 | -41% | 1% | -0.2%
COc1ccc(CCNc2cc(N3CCN(C(=O)c4ccccc4F)CC3)ccc2[N+](=O)[O-])cc1OC | -10% | 1% | 2.1µM* | i | i | -4.1 | -14% | ? | 1.4%
CCc1ccc(N(C(C)=O)c2nc(CCl)cs2)cc1 | -8% | 1% | ? | i | i | 1.1 | -2% | 3% | 0.4%
CCC(CO)Oc1cc(NC(=O)c2ccc([N+](=O)[O-])cc2)c2ncn(C(C)C)c2c1 (configuration not stated) | -11% | -2% | 9% | i | i | -1.2 | -7% | 7% | -0.3%
Nc1cc(=O)nc(SCC(=O)Nc2ccccc2)n1-c1ccccc1 | 8% | 1% | 19% | i | i | -2.0 | 8% | 3% | -0.9%
O=C(CN1CCN(c2cccc(C(F)(F)F)c2)CC1)NCc1ccccc1 | 19% | 2% | -20% | i | i | -0.7 | -15% | 1% | -0.2%
COc1ccccc1N1CCN(c2ccc3cc(S(=O)(=O)N4CCCCC4)ccc3n2)CC1 | -12%&0% | -12% | ? | ? | i | 1.7 | 2%&2% | 2%&-2% | 0.3%&-0.3%
CCOC(=O)C1=C(COC(=O)CNC(=O)c2ccc(C(C)(C)C)cc2)NC(=O)NC1C (configuration not stated) | 10% | 0% | 4% | i | i | -3.5 | 1% | -5% | 0.4%
Cc1ccc(CN2CCCn3nc(C(=O)NCCC(C)C)cc3C2=O)cc1 | -12% | . | . | i | . | . | 5% | 10% | 0.0%
